rCAG binder: molecules binding r(CAG) RNA repeats; 1.3% of 370,000 active; inhibition, % at 3 µM; r(CAG) RNA repeat, TO-PRO-1 dye displacement fluorescence; AID 651821;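 active = inhibition above the plate cutoff, the mean of all test compounds on that plate plus 3 SD, cut at about 35% in these data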;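 note: 0% = DMSO alone and 100% = 100 µM mitoxantrone as full dye displacement; higher means more dye released from RNA so lower well fluorescence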
SIAE primary: blocks human sialic acid acetylesterase; Q9HAT2; SIAE FP-Rh probe binding, fluorescence polarization; inhibition, % at 9.66 µM; 0.69% of 370,000 active;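 active = inhibition above a cutoff: mean of compounds within the control limits plus 3 SD of those, cut at about 17% in these data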;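 note: 0% = plate median of compound wells and 100% = probe without SIAE protein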
Rev-erbA mod: Rev-erb alpha (human) modulation; Rev-erbα–FITC-DNA binding, fluorescence polarization, 90 min; activity, % at 10 µM; 0.79% of 370,000 active; AID 1259318;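 active = activity above about 14%, limit read from the data; passing the limit was not always enough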;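 note: 0% = DMSO wells with 35 nM protein and 100% = DMSO wells with 750 nM protein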
PG9 Ab binder: small molecules binding HIV-1 gp120 antibody PG9; TR-FRET gp120-PG9 antibody binding; 0.43% of 360,000 active; inhibition, % at 6.7 µM; AID 624416; in the data active = inhibition above about 8.5%
HTRA1 inhibitor: HTRA1 (human) protease inhibition; AID 504803; inhibition, % at 5.96 µM; 0.5% of 340,000 active; recombinant HTRA1, FP-rhodamine activity-based probe, fluorescence polarization; in the data active = inhibition above about 36%;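 note: 0% = enzyme with DMSO and 100% = wells lacking enzyme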
Target sequence (Q92743 whole entry, looked up): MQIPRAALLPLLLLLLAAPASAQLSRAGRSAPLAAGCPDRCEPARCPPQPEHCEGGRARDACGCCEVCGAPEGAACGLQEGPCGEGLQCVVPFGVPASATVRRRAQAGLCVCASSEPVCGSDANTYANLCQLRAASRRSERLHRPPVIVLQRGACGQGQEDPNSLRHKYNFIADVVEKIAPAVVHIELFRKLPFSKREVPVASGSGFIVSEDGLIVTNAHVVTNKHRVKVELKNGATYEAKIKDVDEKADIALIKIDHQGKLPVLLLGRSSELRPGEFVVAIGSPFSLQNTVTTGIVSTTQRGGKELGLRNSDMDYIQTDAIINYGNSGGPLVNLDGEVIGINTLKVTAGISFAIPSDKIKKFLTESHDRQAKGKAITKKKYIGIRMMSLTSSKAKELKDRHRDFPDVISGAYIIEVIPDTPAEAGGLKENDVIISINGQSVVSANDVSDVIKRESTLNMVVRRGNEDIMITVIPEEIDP
PRMT1 FP inh: blocks human protein arginine methyltransferase 1. 1.3% of 370,000 active. inhibition, % at 2.79 µM. recombinant PRMT1, activity-based probe fluorescence polarization. AID 652257;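 active = inhibition above about 21% made by adding two undisclosed values, limit read from the data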
TCR-CD3 inh: human TCR-CD3 binding inhibition. TAMRA-labeled TCR probe fluorescence, biochemical. inhibition, % at 9.4 µM. 0.37% of 360,000 active. AID 651800; in the data active = inhibition above about 19%;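 note: recombinant mutant TCR 2C K166C tagged with TAMRA read by polarization; 0% = receptor in buffer alone and 100% = receptor with positive control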
mABHD4 FP: inhibitors of mouse ABHD4 | Q8VD66 | 0.54% of 370,000 active | inhibition, % at 8.92 µM | purified mABHD4, FP-Rh probe fluorescence polarization;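 active = inhibition exceeding the mean over every tested compound plus 3 SD, cut at about 30% in these data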;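 note: 0% = plate median of compound wells and 100% = S159A mutant with DMSO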
Target sequence (Q8VD66 whole entry, looked up): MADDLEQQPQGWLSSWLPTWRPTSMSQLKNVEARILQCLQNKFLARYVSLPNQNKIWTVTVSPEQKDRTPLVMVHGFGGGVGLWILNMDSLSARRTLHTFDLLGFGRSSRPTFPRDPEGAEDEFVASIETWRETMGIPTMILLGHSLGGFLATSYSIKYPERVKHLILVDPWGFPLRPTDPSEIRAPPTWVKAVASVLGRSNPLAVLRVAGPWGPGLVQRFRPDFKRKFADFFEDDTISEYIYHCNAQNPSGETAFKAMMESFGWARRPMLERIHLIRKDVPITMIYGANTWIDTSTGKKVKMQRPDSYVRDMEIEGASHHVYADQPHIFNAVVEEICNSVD
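Test system: mouse ABHD4 enzyme, wild type. Reagent: FP-Rh fluorescent activity-based probe, added after compound pre-incubation. Timing: pre-incubation 45 min, probe exposure 60 min, at 25 °C. Technique: FP readout, ex 525 nm / em 598 nm. Benchmarks: high control S159A mutant with DMSO, low control median of compound wells.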
LEDGF integ inh: blocks HIV-1 LEDGF/p75-dependent DNA integration; TR-FRET IN-LEDGF/p75 DNA integration, Eu/Cy5; inhibition, % at 3.7 µM; 0.64% of 370,000 active;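 active = inhibition above the screen-wide mean plus 3 SD, cut at about 13% in these data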;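 note: signal is the Cy5 over europium emission ratio at 671 and 618 nm; 0% = plate median of compound wells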
TDP2 absorb: blocks human TDP2 phosphodiesterase activity; O95551; recombinant TDP2, T5PNP hydrolysis, p-nitrophenol absorbance 415 nm; inhibition, % at 12.8 µM; 0.34% of 370,000 active; AID 720702;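 active = inhibition above the mean of all tested compounds plus 3 SD, set per campaign, cut at about 25% in these data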;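 note: 0% = DMSO with enzyme and 100% = buffer with substrate but no TDP2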
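Incubation: 2 h at 37 °C; Test system: recombinant human TDP2; Quantity: enzyme 120 nM; Read-out basis: percent inhibition; Medium: 50 mM Tris-HCl pH 7.5 with Mg2+, KCl, DTT, BSA; Repeats: single replicate; Compound: 12.8 µM single point, 1% DMSO; Signal: epi absorbance; Reagent: 5 mM T5PNP chromogenic substrate; Benchmarks: no-enzyme high, DMSO-plus-enzyme low.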
Starred values were filed as active, the others as inactive; nt = not tested or not shown. These rows are one share of the data. The share of hits here may be higher or lower than overall.

mol	rCAG binder	SIAE primary	Rev-erbA mod	PG9 Ab binder	HTRA1 inhibitor	PRMT1 FP inh	TCR-CD3 inh	mABHD4 FP	LEDGF integ inh	TDP2 absorb
CSc1ccc(/C=N/NC(=O)c2cc(O)cc(O)c2)cc1	4	-2	6	-2.1	-4	0	5	-11	-3	-7
COCCCn1c(=N)c(C(=O)NCC2CCCO2)cc2c(=O)n3cccc(C)c3nc21 (stereo unspecified)	2	2	-5	1.8	-1	-2	1	6	-2	-4
CSc1nsc(SC)c1NC(=O)N1CCCCC1	0	-4	5	1.6	9	-1	5	-3	2	-10
CCOC(=O)c1nnn(-c2nonc2N)c1-c1ccccc1	-2	-6	-3	1.2	-5	1	2	5	-4	6
C=CCOC(=O)C1=C(C)N=C2SCCC(=O)N2C1/C=C/c1ccccc1 (stereo unspecified)	5	-6	4	-2.8	-46	2	-3	-14	4	-12
C=CCN1C(=O)c2n[nH]c(C(C)C)c2C1c1ccccc1 (stereo unspecified)	0	-1	-7	0.4	nt	-3	-1	-3	2	5
O=C(NC1CCCc2c1cnn2-c1ccccc1F)c1ccccc1N1CCOCC1 (stereo unspecified)	-9	-1	1	1.5	-1	2	6	3	-1	-4
Cc1cc(C)n(-c2ccc(C(=O)N3CCc4ccccc43)cc2)n1	-8	5	3	0.6	-10	-4	10	-2	-1	1
O=C1C(N2CCOCC2)=C(n2nnc3ccccc32)C(=O)c2ccccc21	3	7	6	-10	11	7	0	6	40*	50*
CC(C)NS(=O)(=O)c1ccc(CCC(=O)NCc2cccnc2)cc1	3	-12	-4	-1.4	-2	-1	7	-6	1	-10
Cc1nc2ccc(Cl)cc2[nH]1	0	8	-3	3.6	-4	4	-5	-1	1	3
CC(NC(=O)C12CC3CC(CC(C3)C1)C2)C(=O)N/N=C/C1=C(N2CCOCC2)C(=C\c2ccccc2)/CC1 (stereo unspecified)	2	4	2	-1.5	10	6	-4	5	1	-14
CCOc1ccc(NC(=O)Cc2cccc3ccccc23)c([N+](=O)[O-])c1	5	7	2	-0.6	0	0	-4	4	0	-7
O=C(Nc1cc(C(F)(F)F)ccc1N1CCOCC1)c1ccc2ccccc2n1	0	-1	-1	-0.1	-1	2	-2	-1	0	4
COc1cccc(CNC(=O)Cn2nc([N+](=O)[O-])c(Br)c2C)c1	-2	-2	1	-0.1	-3	1	-1	-2	-2	2
O=C(NCc1cccnc1)C(=O)NCC(c1ccco1)N1CCN(c2ccc(F)cc2)CC1 (stereo unspecified)	-4	4	-1	-0.7	-2	4	1	7	4	1
CCC(C)(C)C1CCC2(CC1)NC(=O)N(CC(=O)N1CCN(S(=O)(=O)c3cc(C)ccc3C)CC1)C2=O (stereo unspecified)	1	-4	-1	0.3	4	-1	4	-2	0	12
CS(=O)(=O)c1[nH]nc(-c2ccccc2Cl)c1C#N	2	9	-6	-1.3	nt	-2	4	3	-1	13
CCC(NC(=O)c1cc(COc2cncc(Cl)c2)on1)c1ccncc1 (stereo unspecified)	-5	-6	0	-2.1	-4	-4	12	6	1	-3
CCOC(=O)N1CCN(Cc2c(F)cccc2Cl)CC1	-4	18*	0	-0.3	0	2	1	11	0	13
COc1cccc(C2NC(=S)N(Cc3ccc(Br)cc3)C(C)=C2C(C)=O)c1 (stereo unspecified)	3	-6	-7	-2.4	nt	0	2	-10	0	-3
COc1ccc(OC)c(C2C(C#N)=C(N)Oc3cc(C)n(Cc4ccccn4)c(=O)c32)c1 (stereo unspecified)	-2	0	-2	-0.9	8	-3	-8	-4	1	-12
CCCCS(=O)(=O)NCC1CCN(C(=O)C(=O)c2cc3ccccc3o2)CC1	1	8	-2	-1.0	nt	4	1	7	-1	-2
FC(F)(F)c1cc(Cl)c2nnc(-c3cccnc3)n2c1	1	7	3	0.0	9	-1	0	2	-6	-3
C=CCOc1ccc(/C=C/C(=O)OCC(=O)NCCC2=CCCCC2)cc1	-5	2	7	-4.2	-1	-3	-1	0	2	1
O=c1nc2ccc(Cl)cn2c2ccc(S(=O)(=O)N3CCCCC3)cc12	41*	-3	-2	1.8	-9	3	-5	-1	-9	-10
COc1cc(C(=O)O/N=C(\N)c2ccc([N+](=O)[O-])cc2)cc(OC)c1OC	-2	0	1	-0.9	1	1	4	0	-2	6
Cn1c(Cc2cccs2)nnc1SCC(=O)Nc1ccc2c(c1)OCO2	1	-2	5	nt	nt	5	nt	6	-1	1
CCCc1cc(=O)oc2cc(OCC(=O)N3CCC(C(N)=O)CC3)ccc12	0	1	-5	-0.2	-5	1	5	3	1	9
COC(=O)c1ccc(NC(=O)C2CCCN(S(=O)(=O)c3cnc[nH]3)C2)cc1 (stereo unspecified)	0	1	-3	-1.9	-9	-6	0	-2	0	-3

Profiles as entered above. Order of values: rCAG binder, SIAE primary, Rev-erbA mod, PG9 Ab binder, HTRA1 inhibitor, PRMT1 FP inh, TCR-CD3 inh, mABHD4 FP, LEDGF integ inh, TDP2 absorb
O=c1nc2ccc(Cl)cn2c2ccc(S(=O)(=O)N3CCCCC3)cc12 across the screens: 41*, -3, -2, 1.8, -9, 3, -5, -1, -9, -10
CCC(C)(C)C1CCC2(CC1)NC(=O)N(CC(=O)N1CCN(S(=O)(=O)c3cc(C)ccc3C)CC1)C2=O (stereo unspecified) across the screens: 1, -4, -1, 0.3, 4, -1, 4, -2, 0, 12

Going on with the list.
mol	rCAG binder	SIAE primary	Rev-erbA mod	PG9 Ab binder	HTRA1 inhibitor	PRMT1 FP inh	TCR-CD3 inh	mABHD4 FP	LEDGF integ inh	TDP2 absorb
CC(C)(C)S(=O)N1Cc2cc(C(=O)NCC(F)(F)F)nc(-c3cccc(-c4cccc(F)c4)c3)c2[C@H]1CCO (stereo partly specified)	5	-13	2	-1.9	nt	0	7	-17	-5	5
O=C(Nc1ccc([N+](=O)[O-])cc1)c1ccccc1F	0	-1	1	-2.8	-1	-2	9	-3	1	-7
O=C(Cc1ccccc1[N+](=O)[O-])N1CCN(c2ccc(F)cc2)CC1	-3	2	-3	-2.3	-4	-2	10	0	2	-4
C/C(=N\OC(=O)Nc1ccc(Cl)cc1)c1ncc(C(F)(F)F)cc1N1CCOCC1	5	-4	2	2.1	-1	-2	10	-7	-1	-8
COc1cc(OC)c2c(-c3ccccc3)cc(=O)oc2c1C(CCN1CCCCC1)c1ccc2c(c1)OCO2 (stereo unspecified)	9	-3	5	-1.3	-11	-3	-1	-3	1	-8
COc1ccc(CCNC(=O)c2ccc(Cl)c(S(=O)(=O)N3CCCC3)c2)cc1	2	-5	0	-0.2	2	-2	1	-5	-4	-6
NS(=O)(=O)c1ccc(CCNC(=O)CSc2nc3ccsc3c(=O)n2Cc2ccccn2)cc1	2	7	6	-0.5	-4	20	0	9	-3	7
Cc1ccc(-c2nnc(-c3ccccc3S(=O)(=O)Cc3ccc(Cl)cc3)o2)cc1	5	1	15	1.8	-6	0	-4	-13	2	-6
O=C(NC1CCCC1)C1c2ccccc2OCC(=O)N1C1CC1 (stereo unspecified)	0	-4	1	-0.4	nt	0	1	2	-4	1
OCCN(Cc1ccccc1)Cc1nc(CC2CC2)no1	-5	3	-3	-1.4	9	-4	5	2	6	-2
Cc1cccc(-c2noc(CNC(=O)c3ccoc3C)n2)c1	10	-9	-3	-0.9	-34	3	-5	-14	-2	-3
O=C(NC1CCCCCC1)c1cc(S(=O)(=O)N2CCCCC2)ccc1N1CCOCC1	-6	-3	-3	0.5	4	-1	2	-1	-2	-3
O=C(NCc1ccc2c(c1)OCO2)Nc1ccc2nsnc2c1	3	-2	1	-2.7	-16	0	4	-7	0	8
COCC(=O)N1C[C@H]2CON(C)[C@H]2C[C@H]1c1cccc(-c2cc(Cl)cc(Cl)c2)c1	6	-1	3	-0.2	nt	6	-8	4	-3	2
Nc1nnc(CCS(=O)(=O)c2ccc(Br)cc2)s1	0	-4	2	-0.4	0	-1	-4	-1	-4	9

Look-ups from the list.
O=c1nc2ccc(Cl)cn2c2ccc(S(=O)(=O)N3CCCCC3)cc12 | rCAG binder: 41*
O=C(NC1CCCc2c1cnn2-c1ccccc1F)c1ccccc1N1CCOCC1 (stereo unspecified) | Rev-erbA mod: 1
Cc1ccc(-c2nnc(-c3ccccc3S(=O)(=O)Cc3ccc(Cl)cc3)o2)cc1 | LEDGF integ inh: 2

Later entries
mol	rCAG binder	SIAE primary	Rev-erbA mod	PG9 Ab binder	HTRA1 inhibitor	PRMT1 FP inh	TCR-CD3 inh	mABHD4 FP	LEDGF integ inh	TDP2 absorb
CCOC(=O)[C@H](CCc1ccccc1)N[C@@H](C)C(=O)N1CCC[C@@H]1C(=O)O	1	12	-2	-1.6	-6	2	6	2	2	0
CC(=O)OC[C@@H]1CN(Cc2ccccc2)C[C@H](n2cnc3c(NC4CC4)ncnc32)O1	0	6	-8	0.3	nt	3	2	3	-3	-2
Cc1cc2ccccc2nc1Br	-1	5	3	1.1	-2	4	-4	2	-4	9
CCC(=O)NCCc1nc2ccccc2n1Cc1ccc(C)cc1	-8	-1	0	1.4	-1	-2	1	-2	4	2
O=C1NC(c2ccccc2)=CC(c2ccccc2)N1 (stereo unspecified)	20	2	-6	-1.1	1	-1	4	1	1	0
O=C(NCCCN1CCOCC1)c1cc(-c2ccc(Cl)c(Cl)c2)on1	-3	-2	-1	0.6	-20	14	1	3	-2	-16
CCOC(=O)C1=NNC(C(=O)O)C1c1ccccc1 (stereo unspecified)	0	-3	3	-2.0	1	-1	-2	-3	0	-3
Cc1ccc(CC2SC(=Nc3ccccc3)N(c3ccccc3)C2=O)cc1 (stereo unspecified)	1	-16	2	-1.8	-8	-3	1	-9	-1	4
CCCCCCCCNCCS(=O)(=O)NCc1ccccc1	-2	4	-4	-1.1	-1	-3	5	6	-1	-7
O=C(NCc1ccc(F)cc1)c1ccc[nH]1	5	-4	-9	1.1	11	1	2	0	-3	5
Cc1cccc(C)c1NC(=O)CN(C)S(=O)(=O)c1ccc(-c2ccc(=O)[nH]n2)s1	19	-14	-5	-1.0	-1	1	12	-11	1	3
O=C(NCc1ccc(F)cc1)c1cccc2c1C(=O)N(Cc1cccnc1)C2	0	1	-4	-1.2	-1	1	-1	1	1	6
O=C(N/N=C/c1cc([N+](=O)[O-])ccc1O)NC12CC3CC(CC(C3)C1)C2	63*	8	8	-0.6	20	2	-3	1	3	-7
COc1cc(C(=O)NNC(=O)CSc2nnc3ccccn23)cc(OC)c1OC	1	-1	0	-0.6	1	0	6	3	-1	7
COc1cccc(-c2nn(-c3ccccc3)cc2C(=O)O)c1	1	-10	-1	-0.6	0	3	-6	4	1	-2
COc1cc(-c2nc3ccc4ccccc4c3c3c2CCC3)cc(OC)c1OC	5	-5	2	-1.3	-9	1	4	2	-3	-3
CCc1ccc(S(=O)(=O)NCc2ccc(N3CCN(C)CC3)cc2)cc1	-8	7	-5	-0.4	0	-3	8	-7	1	3
Cc1cc(C)c2c(=O)n(CC(=O)Nc3cccc(Cl)c3C)sc2n1	1	6	1	-0.2	3	97*	2	11	4	9
CN(C)S(=O)(=O)c1ccc(C(=O)Nc2ccc(CN3CCCC3)cc2)cc1	2	-8	-8	1.0	6	0	-2	-8	4	-2
O=c1c(S(=O)(=O)c2ccc(Cl)cc2)cn(Cc2ccccc2)c2ccc(F)cc12	-1	5	2	-3.5	-6	-1	3	3	0	4

Screening results as filed in PubChem BioAssay.
